Screening results: PubChem BioAssay, Johns Hopkins Ion Channel Center
KCNQ2 block – KCNQ2 potassium channel inhibitors, primary screen, cell-based, CHO-K1, FluxOR thallium flux, B-score (AID 2156); B-score at 10 µM; 20 min; active compounds read low; Potassium voltage-gated channel subfamily KQT member 2 (Rattus norvegicus), O88943; actives 1.1% (n = 310,000);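 active = fluorescence ratio B-score at most minus 3 library SDs, with starting brightness B-score within 2 library SDs, cut at about -5.5 in these data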
Kir21 block – inhibitors of mouse Kir2.1 inward-rectifier potassium channel; HEK293-Kir2.1, FluxOR thallium flux fluorescence; active compounds read low; Inward rectifier potassium channel 2 (Mus musculus), P35561; AID 1672, 2009; B-score at 10 µM; actives 0.85% (n = 310,000);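 active = fluorescence ratio B-score at or below minus 3 SD of library scores, with starting-brightness B-score within 2 SD, cut at about -4.2 in these data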;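 also: channel flux triggered by added potassium and thallium sulfate stimulus; B-score of peak minus minimum fluorescence over baseline after thallium stimulus; more negative B-score means stronger Kir2.1 block with less thallium influx; some compounds called inactive have numbers as strong as hits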
Target sequence (P35561 whole entry, looked up): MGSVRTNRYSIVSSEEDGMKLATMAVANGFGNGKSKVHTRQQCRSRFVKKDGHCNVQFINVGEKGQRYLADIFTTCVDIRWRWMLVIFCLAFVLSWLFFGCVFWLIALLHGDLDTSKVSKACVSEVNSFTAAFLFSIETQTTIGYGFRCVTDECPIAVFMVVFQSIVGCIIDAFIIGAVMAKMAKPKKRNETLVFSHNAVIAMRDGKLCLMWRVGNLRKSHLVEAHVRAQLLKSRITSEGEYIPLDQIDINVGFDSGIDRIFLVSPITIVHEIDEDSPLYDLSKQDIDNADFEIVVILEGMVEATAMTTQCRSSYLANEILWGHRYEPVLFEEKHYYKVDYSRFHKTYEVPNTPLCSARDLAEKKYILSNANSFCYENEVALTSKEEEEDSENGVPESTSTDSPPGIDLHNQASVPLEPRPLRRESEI
Numbers without * were called inactive. No enrichment for hits; any-hit rate near 1.8%.

What do the screens show for `CC(NC(=O)C(=O)N1CCCCC1)C(c1cccs1)N1CCN(Cc2ccccc2)CC1` (stereo not given)?
KCNQ2 block: inactive; Kir21 block: -0.33

Results for O=C(O)/C=C/C(=O)Nc1ccccc1-c1ccccc1 ?
KCNQ2 block: inactive; Kir21 block: 0.34

Results for COc1ccc(/C=C2\SC(=S)N(CCC(=O)NCCCN3CCOCC3)C2=O)cc1 ?
KCNQ2 block: inactive; Kir21 block: -1.2

What do the screens show for `CCn1c(CN2c3ccccc3Sc3ccccc32)n[nH]c1=S`?
KCNQ2 block: inactive; Kir21 block: 1.4

Results for COC(=O)c1cnn2c(C)c(Cc3cccc(F)c3)c(C)nc12 ?
KCNQ2 block: inactive; Kir21 block: 0.17

What do the screens show for `COCCOC(=O)C1=C(C)NC(=O)NC1c1c(F)cccc1Cl` (stereo not given)?
KCNQ2 block: inactive; Kir21 block: -0.37

What do the screens show for `O=C(Cn1nc(Cl)nc1Cl)c1ccc2c(c1)OCCO2`?
KCNQ2 block: inactive; Kir21 block: -2.3

Results for c1ccc(NCCCNc2ccccc2)cc1 ?
KCNQ2 block: inactive; Kir21 block: 0.06

What do the screens show for `Cc1sc2nc(CC(=O)N3CCCC3)[nH]c(=O)c2c1C`?
KCNQ2 block: inactive; Kir21 block: 0.06

What do the screens show for `CCOC(=O)Cc1cc(=O)n2[nH]c(C(C)(C)C)cc2n1`?
KCNQ2 block: inactive; Kir21 block: -0.96

Results for CN1CCN(/N=C/c2nc(-c3ccc(Cl)cc3)n3ccccc23)CC1 ?
KCNQ2 block: inactive; Kir21 block: 0

Results for COc1ccc(NC(=O)Nc2c(C)n(C)n(-c3ccccc3)c2=O)c(OC)c1 ?
KCNQ2 block: inactive; Kir21 block: 0.49

Results for C=CCOc1c(CNc2ccc(C(=O)O)cc2)cccc1OC ?
KCNQ2 block: inactive; Kir21 block: -0.47

How did O=C(Nc1cccc(S(=O)(=O)N2CCCCC2)c1)c1ccc2ncsc2c1 do in these assays?
KCNQ2 block: inactive; Kir21 block: -1.6

How did O=C(NCc1nc2ccccc2[nH]1)c1ccc([N+](=O)[O-])cc1 do in these assays?
KCNQ2 block: inactive; Kir21 block: -0.39

What do the screens show for `O=C(Nc1cccc2c1CCCC2)c1ccccc1Cl`?
KCNQ2 block: inactive; Kir21 block: -1.3

What do the screens show for `NN(Cc1ccccc1)C(=S)Nc1ccc(Cl)c(Cl)c1`?
KCNQ2 block: inactive; Kir21 block: -1.4

Results for O=C1CC(NC(=O)C(F)(F)F)=NN1c1ccccc1 ?
KCNQ2 block: inactive; Kir21 block: 1.6

How did Cc1ccc(S(=O)(=O)Nc2ccc3c(c2)c2c(n3S(=O)(=O)c3ccc(C)cc3)CCCC2=O)cc1 do in these assays?
KCNQ2 block: inactive; Kir21 block: -1.2

How did O=C(Nc1cccc2ccccc12)N1CCc2ccccc2C1 do in these assays?
KCNQ2 block: inactive; Kir21 block: 1.7

How did CCS(=O)(=O)c1ccc2oc(Nc3cccc(OC)c3)nc2c1 do in these assays?
KCNQ2 block: inactive; Kir21 block: 1

Results for O=C1Nc2ccccc2/C1=N/N=C/c1ccc(-c2ccc([N+](=O)[O-])cc2)o1 ?
KCNQ2 block: inactive; Kir21 block: 0.18

What do the screens show for `O=C1NCCCC1C(=O)NCCN1C(=O)CCC1=O` (stereo not given)?
KCNQ2 block: inactive; Kir21 block: -0.57

Results for CCCCCCCC1CC(=O)C=C(C)C1C(=O)OCC (stereo not given) ?
KCNQ2 block: inactive; Kir21 block: -1.8

How did Cn1c(CNC(=O)c2cccs2)nnc1SCC(=O)Nc1ccc(Cl)cc1 do in these assays?
KCNQ2 block: inactive; Kir21 block: -1

Results for Cc1ccc(N2C(=O)C3C(C2=O)C(C(=O)c2ccc(Cl)cc2)N2CCCC32)cc1 (stereo not given) ?
KCNQ2 block: inactive; Kir21 block: 0.09

What do the screens show for `COc1ccc(Oc2nc3ccccc3n(C)c2=O)cc1`?
KCNQ2 block: inactive; Kir21 block: 0

What do the screens show for `COc1cccc2cc(C(=O)NCCc3c[nH]c4ccccc34)c(=O)oc12`?
KCNQ2 block: inactive; Kir21 block: 0.59

Results for CCOC(=O)c1ccc(N=C2SC(C(=O)NCCc3ccccc3)CC(=O)N2C)cc1 (stereo not given) ?
KCNQ2 block: inactive; Kir21 block: 0.75

How did COC(=O)[C@@H]1CCCN1C(=O)[C@@H](NC(=O)OC(C)(C)C)C(C)C do in these assays?
KCNQ2 block: inactive; Kir21 block: 2

What do the screens show for `COc1cc(/C=N/NC(=O)c2cccnc2)ccc1OC(=O)c1ccc([N+](=O)[O-])cc1`?
KCNQ2 block: inactive; Kir21 block: -0.04

Results for Cc1csc2ncc(C(=O)Nc3ccon3)c(=O)n12 ?
KCNQ2 block: inactive; Kir21 block: -1.2

What do the screens show for `C=CCc1c(Cl)nc(C)nc1NCc1ccccc1`?
KCNQ2 block: inactive; Kir21 block: -1.5

Results for CN(C)S(=O)(=O)c1cccc(NC(=O)/C=C/c2ccccc2[N+](=O)[O-])c1 ?
KCNQ2 block: inactive; Kir21 block: 1.2

What do the screens show for `Nc1nc(NCC2CCCO2)nc(Nc2ccc(F)cc2)c1[N+](=O)[O-]` (stereo not given)?
KCNQ2 block: inactive; Kir21 block: 0.46

Results for CC(=O)c1cccc(NC(=O)NC2CCCCCCC2)c1 ?
KCNQ2 block: inactive; Kir21 block: -0.08

What do the screens show for `O=C(NN=C1CCCC1)c1ccccc1[N+](=O)[O-]`?
KCNQ2 block: inactive; Kir21 block: -0.03

Results for COc1cc(NC(=O)c2ccccc2)c(OC)cc1NC(=O)CN1CCN(c2ccccn2)CC1 ?
KCNQ2 block: inactive; Kir21 block: 0.64

What do the screens show for `COC(C[C@H]1O[C@H]1[C@@H](O)COCc1ccccc1)OC`?
KCNQ2 block: inactive; Kir21 block: -0.14

How did CC1CCCN(C(=O)c2ccncc2)C1 (stereo not given) do in these assays?
KCNQ2 block: inactive; Kir21 block: -0.97

By substructure, the entries above with two or more sulfur atoms (five)
Results for COc1ccc(/C=C2\SC(=S)N(CCC(=O)NCCCN3CCOCC3)C2=O)cc1 ?
KCNQ2 block: inactive; Kir21 block: -1.2

What do the screens show for `CCn1c(CN2c3ccccc3Sc3ccccc32)n[nH]c1=S`?
KCNQ2 block: inactive; Kir21 block: 1.4

How did O=C(Nc1cccc(S(=O)(=O)N2CCCCC2)c1)c1ccc2ncsc2c1 do in these assays?
KCNQ2 block: inactive; Kir21 block: -1.6

How did Cc1ccc(S(=O)(=O)Nc2ccc3c(c2)c2c(n3S(=O)(=O)c3ccc(C)cc3)CCCC2=O)cc1 do in these assays?
KCNQ2 block: inactive; Kir21 block: -1.2

How did Cn1c(CNC(=O)c2cccs2)nnc1SCC(=O)Nc1ccc(Cl)cc1 do in these assays?
KCNQ2 block: inactive; Kir21 block: -1

6 compounds out of the list, ordered by number of heavy atoms, highest first:
What do the screens show for `COc1cc(/C=N/NC(=O)c2cccnc2)ccc1OC(=O)c1ccc([N+](=O)[O-])cc1`?
KCNQ2 block: inactive; Kir21 block: -0.04

What do the screens show for `Nc1nc(NCC2CCCO2)nc(Nc2ccc(F)cc2)c1[N+](=O)[O-]` (stereo not given)?
KCNQ2 block: inactive; Kir21 block: 0.46

How did COC(=O)[C@@H]1CCCN1C(=O)[C@@H](NC(=O)OC(C)(C)C)C(C)C do in these assays?
KCNQ2 block: inactive; Kir21 block: 2

Results for CC(=O)c1cccc(NC(=O)NC2CCCCCCC2)c1 ?
KCNQ2 block: inactive; Kir21 block: -0.08

What do the screens show for `COC(C[C@H]1O[C@H]1[C@@H](O)COCc1ccccc1)OC`?
KCNQ2 block: inactive; Kir21 block: -0.14

What do the screens show for `O=C1NCCCC1C(=O)NCCN1C(=O)CCC1=O` (stereo not given)?
KCNQ2 block: inactive; Kir21 block: -0.57

Next section
How did CC(C)c1nc(SCC(=O)N2CCCC2)c2c(=O)n(C)c(=O)n(C)c2n1 do in these assays?
KCNQ2 block: inactive; Kir21 block: -0.48

How did COc1ccc(N2CCN(C(=O)CCCn3nnnc3CN3CCOCC3)C(C)C2)cc1 (stereo not given) do in these assays?
KCNQ2 block: inactive; Kir21 block: -1.1

How did CN(Cc1ccc(F)cc1Cl)S(=O)(=O)c1cccs1 do in these assays?
KCNQ2 block: inactive; Kir21 block: -0.13

How did CC1CCc2nc(NC(=O)c3ccc(N4C(=O)CCC4=O)cc3)sc2C1 (stereo not given) do in these assays?
KCNQ2 block: inactive; Kir21 block: 0.77

How did COCCNCCCCOc1c(Cl)cc(C)cc1Br do in these assays?
KCNQ2 block: inactive; Kir21 block: -3.8

What do the screens show for `COc1ccc(-c2[nH]ncc2/C=N/NC(=O)c2cc(Br)ccc2O)c(OC)c1`?
KCNQ2 block: inactive; Kir21 block: -1

How did Cc1ccc(S(=O)(=O)n2cc(-c3ccccc3)c(N)n2)cc1 do in these assays?
KCNQ2 block: inactive; Kir21 block: -0.78

How did COc1ccc2cc(C(=O)NCc3ccco3)c(=O)oc2c1 do in these assays?
KCNQ2 block: inactive; Kir21 block: -0.12

Results for Cc1cc(/C=C2\SC(=Nc3ccccc3)NC2=O)c(C)n1-c1ccc(S(N)(=O)=O)cc1 ?
KCNQ2 block: inactive; Kir21 block: 2.3

Results for CCC1CCC2(CC1)NC(CO)(CO)CO2 (stereo not given) ?
KCNQ2 block: inactive; Kir21 block: -0.56

What do the screens show for `O=C(NCCCn1ccnc1)C(Cc1ccc([N+](=O)[O-])cc1)N1C(=O)c2ccccc2C1=O` (stereo not given)?
KCNQ2 block: inactive; Kir21 block: -0.56

How did CCC(=O)c1cn(CC(=O)Nc2ccc(C)cc2)c2ccccc12 do in these assays?
KCNQ2 block: inactive; Kir21 block: 2.2

Results for O=[N+]([O-])c1cc(C(F)(F)F)ccc1Oc1cccnc1[N+](=O)[O-] ?
KCNQ2 block: inactive; Kir21 block: 0.59

Results for Clc1ccc(-c2nc(NCCCN3CCOCC3)c3ccccc3n2)cc1 ?
KCNQ2 block: -7.9*; Kir21 block: -3.1

What do the screens show for `CC(Oc1ccc(Br)cc1)C(=O)N1CCC(C(N)=O)CC1` (stereo not given)?
KCNQ2 block: inactive; Kir21 block: 0.27

What do the screens show for `Cc1nc2[nH]c(=S)[nH]c2cc1Br`?
KCNQ2 block: inactive; Kir21 block: -0.73

What do the screens show for `COc1ccc(/C=C/C(=O)C(C)(C)C)cc1OC`?
KCNQ2 block: inactive; Kir21 block: 1.3

How did Clc1c(OCCCn2ccnc2)ccc2ccccc12 do in these assays?
KCNQ2 block: inactive; Kir21 block: -7.1*

Results for Cc1nn2c3c(cnc2c1-c1ccccc1)C(=O)CC(c1ccco1)C3 (stereo not given) ?
KCNQ2 block: inactive; Kir21 block: 0.44

Results for CCOC(=O)c1ccc(NC(=O)C2CCN(S(=O)(=O)c3c(C)nn(C)c3C)CC2)cc1 ?
KCNQ2 block: inactive; Kir21 block: -0.22

What do the screens show for `O=C(NC1CCOC1)c1ccc(OC2CCN(CCc3ccccc3)CC2)cc1` (stereo not given)?
KCNQ2 block: inactive; Kir21 block: -0.61

What do the screens show for `Cc1cc(OCC(=O)NNC(=O)c2cnccn2)cc(C)c1Cl`?
KCNQ2 block: inactive; Kir21 block: -0.24

How did Cc1cc(OCC(O)CN2CCCC2)ccc1C(C)C (stereo not given) do in these assays?
KCNQ2 block: inactive; Kir21 block: -0.41

How did CCOCCCNC(=O)C(c1ccc(C)cc1)N1CCOCC1 (stereo not given) do in these assays?
KCNQ2 block: inactive; Kir21 block: -0.03

How did O=C(/C=C/c1ccccc1)N/C(=C/c1ccccc1)C(=O)Nc1ccccc1O do in these assays?
KCNQ2 block: inactive; Kir21 block: 0.7

Results for CCOc1ccc(S(=O)(=O)Nc2ncn[nH]2)cc1 ?
KCNQ2 block: inactive; Kir21 block: 1.3

What do the screens show for `O=C(CCN1CCN(Cc2ccccc2)CC1)Nc1ccc(OCc2ccccc2)cc1`?
KCNQ2 block: inactive; Kir21 block: -0.35

What do the screens show for `CCOC(=O)C(NCc1ccco1)(NC(=O)c1ccc(OC)cc1)C(F)(F)F` (stereo not given)?
KCNQ2 block: inactive; Kir21 block: -0.68

How did O=S(=O)(NCC(O)c1ccccc1)c1cc(Cl)sc1Cl (stereo not given) do in these assays?
KCNQ2 block: inactive; Kir21 block: -3

How did O=C(NNC(=O)c1ccccc1C(=O)O)c1ccc(-c2ccccc2)cc1 do in these assays?
KCNQ2 block: inactive; Kir21 block: 0.67

What do the screens show for `CC(=O)N1CCN(c2ccc(NC(=O)c3ccc(Cl)c(Cl)c3)cc2)CC1`?
KCNQ2 block: inactive; Kir21 block: -0.09

How did CN(CC(=O)NC(=O)NCc1ccccc1)Cc1cccc(Cl)c1Cl do in these assays?
KCNQ2 block: inactive; Kir21 block: -2

How did Cc1ccc(N2C(=O)c3ccc(C(=O)N4CCN(c5ccc(C)c(C)c5)CC4)cc3C2=O)cc1 do in these assays?
KCNQ2 block: inactive; Kir21 block: 0.46

How did CSc1ncccc1C(=O)Nc1ccc(OC(F)(F)F)cc1 do in these assays?
KCNQ2 block: inactive; Kir21 block: -0.17

What do the screens show for `O=S(=O)(Nc1nc2ccccc2nc1Nc1ccc2c(c1)OCO2)c1ccc(F)cc1`?
KCNQ2 block: inactive; Kir21 block: 0.28

What do the screens show for `O=C(O)C1Cc2[nH]cnc2C(c2ccccc2O)N1` (stereo not given)?
KCNQ2 block: inactive; Kir21 block: -2

How did COc1cccc(C2CC(=O)N3CN(c4cccc(Cl)c4C)CSC3=C2C#N)c1OC (stereo not given) do in these assays?
KCNQ2 block: inactive; Kir21 block: -0.07

Results for O=C(Cc1csc(Nc2nc(=S)[nH]c3ccccc23)n1)NCc1ccccc1Cl ?
KCNQ2 block: inactive; Kir21 block: -1

How did O=C(c1ccc(Cl)cc1)N1CCCC(C(=O)N2CCc3ccccc3C2)C1 (stereo not given) do in these assays?
KCNQ2 block: inactive; Kir21 block: -0.02
